Compound activity (PubChem)
HepG2 viability: qHTS for Inhibitors of TGF-b: Cytotox Counterscreen; actives 0.76% (n = 410,000); Potency, µM (titrated, usually from 46.1 µM), inactives show top-dose activity change, negative = cytotoxicity, usual class: cytotoxic; HepG2 CAGA-GFP viability, ATP luminescence, 18 h; note: potency is the fitted concentration of half-maximal effect; some results filed as inactive show a strong effect at the top dose
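CellTiter-Glo luminescence gave cytotoxicity after 18 hours at 37 degrees C. The cells were HepG2 CAGA-GFP in 1% FBS DMEM, stimulated with 500 pg/mL TGF-beta after compound addition. %Activity was normalised to no-cell wells (complete cell-killing) and DMSO (no toxicity), and curves were fitted and classified.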
CCT modulator: High-Throughput Screening for Modulators of Cytosolic Chaperonin Activity | purified chaperonin ATPase assay, HTRF ADP detection, 30 min | activity change, % (concentration not given with the values), hits read low | actives 0.3% (n = 360,000) | AID 651819, 2012; in the data active = activity change below about -30%; note: % is set by controls: 0 for no effect and ±100 for the full control effect
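TRiC (40 or 20 nM final, by batch activity) in 30 mM Tris pH 7.4, 100 mM KCl, 5 mM MgCl2, 1 mM DTT was treated with compound at 76 uM single dose, then 10 uM ATP, 30 min at 37 °C. ADP was read by HTRF Transcreener.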
TGFb inhibitor: qHTS for Inhibitors of TGF-b. HepG2 CAGA-GFP TGF-b/SMAD3 reporter, GFP fluorescence, 18 h; TGF-beta stimulated, 500 pg/mL final. actives 1.2% (n = 410,000). Potency, µM (series often up to 46.1 µM), inactives show at the highest dose activity, negative = inhibition, hits mostly inhibitors; note: potency is the fitted concentration of half-maximal effect; % is set by controls: 0 for no effect and ±100 for the full control effect; nearly all actives have a fitted effect of over 65% in size
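Inhibition was scored as loss of TGF-beta-induced (500 pg/mL final, 18 hours, 37 degrees C) GFP in HEPG2 cells carrying a CAGA-GFP reporter, in DMEM with 1% FBS. Well GFP was summed per cell; Activity was normalised to unstimulated and stimulated DMSO wells, then concentration-response fitting.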
Nrf2 inh: Nrf2 qHTS screen for inhibitors; A549 ARE-Fluc reporter, luciferase luminescence, 18-24 h; Potency, µM (titrated, usually from 46 µM), without a hit: top-dose activity change, negative = inhibition, actives largely listed as inhibitors; actives 2.1% (n = 360,000); AID 504444, 2011; note: potency is the fitted concentration of half-maximal effect; % is set by controls: 0 for no effect and ±100 for the full control effect; nearly all actives have a fitted effect of over 60% in size
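In this cell-based qHTS, ARE-driven firefly luciferase in A549 cells reports Nrf2 activity; the luminescent signal after BugLite lysis is the measured value, with a prior CellTiter-Fluor read for cell health.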
Abeta yeast res: qHTS for compounds that reverse cellular toxicity of Amyloid beta (A-beta) peptide in yeast: Primary Screen; Potency, µM (titrated, usually from 46.1 µM), without a hit: at the top dose growth rescue, most hits filed as activators; AID 1347071, 2019; yeast expressing A-beta42, growth rescue, OD600, 48 h; response scale: 0% DMSO, 100% iron-clioquinol control; actives 0.063% (n = 410,000); note: potency is the fitted concentration of half-maximal effect; nearly all actives have a fitted effect of over 55% in size
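Growth rescue measured by 600 nm absorbance after 48 h yeast culture at 30 C with compound. Values normalized between DMSO and an equimolar ferric chloride plus clioquinol control.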
A549 viability: Nrf2 qHTS screen for inhibitors: counterscreen for cytotoxicity; A549 ARE-Fluc cells, CellTiter-Fluor viability, 18-24 h; AID 504648, 2011; actives 0.16% (n = 390,000); Potency, µM (doses to about 46 µM), without a hit: at the top dose activity change, negative = cytotoxicity, most hits filed as inhibitors; note: potency is the fitted concentration of half-maximal effect; % is set by controls: 0 for no effect and ±100 for the full control effect
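A549 ARE_Fluc cells in 5% FBS OPTI-MEM were exposed to compounds in concentration-response for 18-24 h at 37 deg C. Viability was read by CellTiter-Fluor fluorescence (Ex 405/Em 525) after 30 min, before the luciferase read.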
Nrf2 ARE act: qHTS of Nrf2 Activators. AREc32 ARE-luciferase reporter (MCF7-derived line), luminescence, 24 h. Potency, µM (series often up to 46.1 µM), without a hit: top-dose activation, usual class: activators. actives 0.31% (n = 410,000); note: potency is the fitted concentration of half-maximal effect; % of control where 0% means no effect; nearly all actives have a fitted effect of over 65% in size
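ARE activation measured as luciferase luminescence (Steady-Glo, 30 min RT) in AREc32_Fluc cells after 24 hr compound exposure at 37 deg C, 5% CO2; cells seeded overnight at 1000/well in OPTI-MEM, 5% FBS.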
Mm-Cpn inhibitor: Inhibitors of TCP-1 ring complex (TRiC) of Methanococcus maripaludis (MmCpn): qHTS. Chaperonin Mm-Cpn (Methanococcus maripaludis). purified Mm-Cpn ATPase, ADP Transcreener TR-FRET. Potency, µM (top dose mostly 76.9 µM), without a hit: top-dose activity, negative = inhibition, usual class: inhibitors. actives 0.031% (n = 330,000); note: potency is the fitted concentration of half-maximal effect; % is set by controls: 0 for no effect and ±100 for the full control effect; nearly all actives have a fitted effect of over 80% in size
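Measured: ADP formation by purified Mm-CPN. Conditions: 25 nM protein, 10 uM ATP, Tris pH 7.4 with Mg2+, K+ and DTT, 37°C for 30 min. Detection: Transcreener HTRF after 30 min at room temperature.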
pAkt inh: HTS Assay for Inhibitors of Akt Phophorylation: Primary Screen; activity change, % for hits at 50 µM; Neuro2A IGF-stimulated pAkt S473 HTRF, 20 min; hits give low values; AID 651550, 2012; actives 0.32% (n = 360,000); in the data active = activity change below about -80%; inconclusive = mostly about -51% to -80%; note: % is set by controls: 0 for no effect and ±100 for the full control effect
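Neuro2A cells (4,500/well, DMEM with 0.5% FBS) were treated with compound at a single 50 µM final concentration, stimulated with 6 nM IGF for 20 min at 37 °C, and lysed. Phospho-Akt Ser473 was read by HTRF as 665/615 ratio ×10^4.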
An asterisk follows results filed as active; i = inactive; ? = inconclusive; · = no result given; [ ] = remark or other dose. Unless noted, calls come from the whole dose curve; as a rule, active = well fitted curve in the direction sought with a large enough effect; inconclusive = small, poorly fitted or top-dose-only effect, or another doubt; inactive = no such curve, though single readings can be large; an effect the other way counts as inactive or inconclusive.

1. COc1ccc(Nc2nc3ccc(C)cc3cc2C#N)c(OC)c1
2. CC(C)C[C@H]1CN=C(Nc2ccccc2)N1CCc1cccc(F)c1
3. CCOCCCN(C(=O)CCC(=O)Nc1cc(C)on1)C(C(=O)NC(C)(C)CC)c1cccc(OC)c1OC (stereo not drawn)
4. CN1CCN(S(=O)(=O)c2ccc(N3CCN(c4ccccc4Cl)CC3)nc2)CC1
5. O=C(O)c1ccccc1N=Cc1c(O)n(-c2nccs2)c(=O)c2ccccc12
6. COc1cccc(CNC(=O)C2CCN(c3cnccn3)CC2)c1
assay / entry | 1 | 2 | 3 | 4 | 5 | 6
HepG2 viability | -3% | -26% | -27% | -3% | 3% | 0%
CCT modulator | 0.1 | 1.6 | -1.3 | 1.1 | -0.3 | -1.8
TGFb inhibitor | 9% | 7.1µM* | -16% | 17% | -1% | ?
Nrf2 inh | 16% | 0% | -9% | -11% | 1% | -10%
Abeta yeast res | 24% | -3% | -11% | 10% | 10% | 17%
A549 viability | 0% | -18% | -3% | 1% | ? | 1%
Nrf2 ARE act | 0.2% | 0.2% | -0.4% | -0.1% | -0.3% | -0.1%
Mm-Cpn inhibitor | -1% | -3% | 1% | -1% | 1% | 0%
pAkt inh | i | i | i | i | i | i

7. Cc1ccc(C(=O)OCC(=O)c2c[nH]c3ccccc23)cc1S(=O)(=O)N1CCCCC1
8. CC(C)NC(=O)CSc1nnc(-c2ccncc2)n1-c1ccccc1
9. CCCNC(=O)c1ccc(COc2cccc3ccccc23)o1
10. O=C(NCCCn1ccnc1)c1cccc(S(=O)(=O)Nc2ccc(Br)cc2)c1
11. NC(=O)c1nsc(C(=O)N(Cc2ccccc2Cl)C(C(=O)NCC2CCCO2)c2ccc(O)cc2)c1N (stereo not drawn)
12. O=C1c2ccccc2C(=O)N1CCc1c[nH]c2ccccc12
assay / entry | 7 | 8 | 9 | 10 | 11 | 12
HepG2 viability | -28% | -8% | -8% | 0% | -4% | -2%
CCT modulator | 0.8 | 1.0 | -0.6 | -1.4 | 3.0 | -0.1
TGFb inhibitor | 6% | 3% | -5% | -4% | 22% | -2%
Nrf2 inh | ? | 21% | ? | -20% | ? | 13%
Abeta yeast res | 10% | 14% | 4% | -4% | -1% | 2%
A549 viability | -5% | 12% | -5% | 4% | -7% | 1%
Nrf2 ARE act | 4.5% | 0.4% | 4.3% | 2.4% | 0.2% | 5.8%
Mm-Cpn inhibitor | -24% | -3% | -3% | -1% | 1% | 3%
pAkt inh | i | i | i | i | i | i

13. O=C(CSc1nc2c(sc3ccccc32)c(=O)n1CCCN1CCOCC1)NC1CCCC1
14. COCC(=O)N1C[C@H]2CON(C)[C@H]2C[C@H]1c1cccc(-c2ccccc2)c1
15. CCC(C)NC(=O)CN(c1cc(Cl)cc(Cl)c1)S(C)(=O)=O (stereo not drawn)
16. COc1cc(C#Cc2c(-c3ccccc3)n(C)c3ccccc23)cc(OC)c1
17. COC(=O)C1C/C(=N\NS(=O)(=O)c2ccc(C)cc2)c2sccc2C1 (stereo not drawn)
18. Cc1ccc(S(=O)(=O)N2CCN(C(=O)COC(=O)C3CC3C)CC2)c(C)c1 (stereo not drawn)
assay / entry | 13 | 14 | 15 | 16 | 17 | 18
HepG2 viability | -26% | -10% | 6% | 4% | 9% | -4%
CCT modulator | -1.2 | -0.2 | -1.2 | -1.3 | -0.5 | 1.4
TGFb inhibitor | -7% | 9% | 5% | -16% | -5% | 6%
Nrf2 inh | 7% | · | -5% | 3% | -15% | 21%
Abeta yeast res | 9% | -2% | 14% | -14% | -11% | -4%
A549 viability | 1% | · | -4% | -1% | 1% | 1%
Nrf2 ARE act | -0.6% | -0.7% | 0.4% | 4.2% | -0.8%[9.22 µM] | 0.3%
Mm-Cpn inhibitor | -1% | · | -2% | -28% | 2% | -1%
pAkt inh | i | i | i | i | i | i

19. O=C(Nc1ccccc1C(F)(F)F)Nc1cccc2ccccc12
20. NC(=O)c1cccc(-c2coc3c(C(=O)NCCc4ccccc4)cccc23)c1
21. COc1ccccc1/C=C/C(=O)Nc1ccc(S(=O)(=O)Nc2cc(C)on2)cc1
22. COc1ccc(NC(=O)c2cc(-c3ccco3)nc3ccccc23)cc1S(=O)(=O)N1CCOCC1
23. C=CC[C@H](CC(=O)NCCO)C(=O)N[C@@H](COC(=O)[C@H](CC=C)CC(=O)OC(C)(C)C)Cc1c[nH]c2ccccc12
24. CCOc1ccc(S(=O)(=O)N2CCNC(=O)C2)cc1
assay / entry | 19 | 20 | 21 | 22 | 23 | 24
HepG2 viability | 1% | -31% | -15% | -7% | 4% | -15%
CCT modulator | -2.7 | -0.1 | 0.6 | -3.4 | -2.0 | 0.6
TGFb inhibitor | -26% | 10% | -5% | -5% | 2% | -6%
Nrf2 inh | 10% | · | -28% | 5% | -2% | -20%
Abeta yeast res | -20% | 11% | -1% | 14% | 0% | -4%
A549 viability | 0%[1.84 µM] | · | 3% | -1% | 2% | 0%
Nrf2 ARE act | 0.0% | -0.4%[9.22 µM] | 0.1% | ? | 0.8% | -0.2%
Mm-Cpn inhibitor | 0% | · | ? | -14% | 0% | 1%
pAkt inh | i | i | i | i | i | i

25. CN1CCN(c2ncnc3c2ncn3[C@H]2CN(C)C[C@@H](CO)O2)CC1
26. O=C(CSCSCC(=O)Nc1ccc2c(c1)OCO2)Nc1ccc2c(c1)OCO2
27. CC(=O)Nc1cccc(NC(=O)c2cc(C)on2)c1
28. Oc1c(C(c2ccccc2)N2CCN(Cc3ccccc3)CC2)sc2nc(-c3ccco3)nn12 (stereo not drawn)
29. COc1cc2c(c(OC)c1OC)CC(=O)N(C)CC2
30. CCCCCNc1nc(N2CCCC2)c2c(c1C#N)CCN(C)C2
assay / entry | 25 | 26 | 27 | 28 | 29 | 30
HepG2 viability | 2% | -32% | 2% | -7% | 4% | 22µM*
CCT modulator | 1.2 | -2.4 | -1.9 | · | -1.1 | -1.6
TGFb inhibitor | 14% | ? | 24% | -17% | -5% | ?
Nrf2 inh | · | 3% | ? | · | 5% | 6%
Abeta yeast res | 7% | -14% | 8% | 0% | 5% | -15%
A549 viability | · | 15% | 5% | 8% | -3% | -8%
Nrf2 ARE act | -0.9% | 0.1% | 0.8% | -0.2% | 0.2% | 6.2%
Mm-Cpn inhibitor | · | 0% | 0% | · | 0% | 1%
pAkt inh | i | i | i | · | i | i

31. Cc1noc(NS(=O)(=O)c2ccc(NC(=O)CC34CC5CC(CC(Br)(C5)C3)C4)cc2)c1C
32. COc1cccc(NC(=O)CN2C(=O)C3(SCC(=O)N3c3cc(C)cc(C)c3)c3ccccc32)c1 (stereo not drawn)
33. Cc1cc(=O)[nH]c2c1c(=O)[nH]n2C1CC(C)N(C)CC1C (stereo not drawn)
34. Cc1ccc(S(=O)(=O)NCC(=O)N(CC(=O)NCC2CCCO2)Cc2ccc(Cl)cc2)cc1 (stereo not drawn)
35. Cc1ccc(S(=O)(=O)NCCC(=O)Nc2ccc3c(c2)OCO3)cc1
36. Cc1noc(C)c1C(=O)OCC(=O)Nc1ccc(C(N)=O)cc1
assay / entry | 31 | 32 | 33 | 34 | 35 | 36
HepG2 viability | -20% | -9% | -4% | 7% | 1% | 1%
CCT modulator | -3.6 | · | -0.3 | -0.1 | -0.1 | 0.3
TGFb inhibitor | 3% | 1% | -9% | 23% | 18% | -3%
Nrf2 inh | 24% | -10% | -7% | 3% | · | -17%
Abeta yeast res | 4% | -9% | 4% | 5% | -9% | -8%
A549 viability | 6% | -8% | -4% | 3% | -2% | 5%
Nrf2 ARE act | 0.4% | -0.7% | -0.5% | 0.1% | 0.0% | 0.0%
Mm-Cpn inhibitor | 0% | · | 3% | 0% | -3% | 3%
pAkt inh | i | · | i | i | i | i

37. CC(C)Oc1ccc(C2CC(=O)NC3=C2C(=O)CCC3)cc1 (stereo not drawn)
38. COc1ccccc1CNC(=O)c1ccc(-c2nc(CS(=O)(=O)c3ccc(C)cc3)c(C)o2)cc1
39. CCN(CC)C(=S)Nc1ccc2nc3n(c(=O)c2c1)CCCCC3
40. CCN1C(=S)N[C@@H](c2cccs2)C(C(=O)OC)=C1C
41. Cc1ccc(CNC(=O)CCSCc2ccccc2C)cc1
42. CCOC(=O)c1c(NC(C)=O)sc2c1C1CCN2CC1
assay / entry | 37 | 38 | 39 | 40 | 41 | 42
HepG2 viability | -19% | 0% | -4% | -30% | -7% | -42%
CCT modulator | -1.1 | · | -4.0 | -3.1 | 0.4 | 0.3
TGFb inhibitor | -2% | -7% | 16% | -17% | 0% | -3%
Nrf2 inh | · | -9% | 3% | 2% | 4% | -3%
Abeta yeast res | 3% | 5% | -26% | 15% | 9% | -9%
A549 viability | -8% | -1% | 1% | 3% | 3% | -4%
Nrf2 ARE act | -0.2% | 2.3% | 0.2% | 2.4% | -0.8% | 1.1%
Mm-Cpn inhibitor | -2% | · | 2% | ? | 1% | ·
pAkt inh | i | · | i | i | i | i

3 of the entries above in order of the Mm-Cpn inhibitor value, low to high.
No.	SMILES	CCT modulator	Nrf2 inh	Mm-Cpn inhibitor	pAkt inh
37	CC(C)Oc1ccc(C2CC(=O)NC3=C2C(=O)CCC3)cc1 (stereo not drawn)	-1.1	·	-2%	i
41	Cc1ccc(CNC(=O)CCSCc2ccccc2C)cc1	0.4	4%	1%	i
39	CCN(CC)C(=S)Nc1ccc2nc3n(c(=O)c2c1)CCCCC3	-4.0	3%	2%	i
